All columns: NCI-60 one-dose screen, growth in % after 48 h at 10 µM unless noted; 100 = growth as untreated, 0 = no growth, -100 = all killed.
TK-10: TK-10 renal cancer cells. actives 3.9% (n = 81,000)
786-0: 786-0 renal cancer cells. actives 5.1% (n = 81,000)
OVCAR-4: OVCAR-4 ovarian cancer cells | actives 3.7% (n = 80,000) | AID 1794784
OVCAR-5: OVCAR-5 ovarian cancer. actives 2.9% (n = 82,000). AID 1794783
UO-31: UO-31 renal cancer; actives 5.2% (n = 81,000)
SK-OV-3: SK-OV-3 ovarian cancer cells; actives 3.2% (n = 80,000)
IGROV1: IGROV1 ovarian cancer. actives 4.7% (n = 79,000). AID 1794786
SN12C: SN12C renal cancer cells. actives 3.8% (n = 81,000). AID 1794767
Numbers without * were called inactive; · = not tested or not shown. Rule for the calls: active = growth percent below 10; inactive = the rest.

SMILES	TK-10	786-0	OVCAR-4	OVCAR-5	UO-31	SK-OV-3	IGROV1	SN12C
Nc1ccc(Cc2ccccc2)cc1	102	100	·	85	62	106	95	90
Cc1ccc([P+](Cc2ccc([N+](=O)[O-])cc2)(c2ccc(C)cc2)c2ccc(C)cc2)cc1	49	82	31	73	70	75	12	68
Cc1cc2c(C(=O)NCC#N)cccc2n1-c1nc2c(c(NCc3ccccc3)n1)CCCC2	-18*	-57*	-8.8*	1.9*	-84*	-6.9*	-22*	-68*
COc1cc2ncn3c(=O)c4c5c(sc4nc3c2cc1OC)CCCC5	140	105	93	99	96	97	99	109
Cl.Fc1c[c-]c(-c2ccccn2)c(F)c1.[Pt].c1ccc([PH+](c2ccccc2)c2ccccc2[PH+](c2ccccc2)c2ccccc2)cc1	-87*	-74*	-97*	-94*	-99*	·	-78*	-81*
ClC(Cl)C1=NC(c2ccccc2)=N[C@H]2CCC[C@@H]2N1c1ccccc1	97	99	106	101	88	113	92	103
CN(CCOc1ccc(C#N)cc1)CCOc1ccc(C#N)cc1	94	26	75	79	63	47	61	82
CNC1CCc2c(sc(NC(=O)c3ccc(C(C)(C)C)cc3)c2C(N)=O)C1 (stereo not given)	101	25	81	67	79	91	66	69
O=c1c2ccccc2ccc2ccccc12	99	117	105	99	113	103	117	102
CCn1cc(-c2ccnc(NCCCNS(=O)(=O)c3ccc(Cl)cc3)c2)c(-c2cccc(O)c2)n1	115	93	89	114	81	95	91	92
COC(=O)C1=CC(=O)N2C(=S)N(c3ccccc3)C(=O)C12 (stereo not given)	113	98	104	105	88	110	103	96
Nc1nc(-c2ccc(Cl)cc2)cc(-c2cc3ccccc3oc2=O)n1	96	96	100	108	69	·	55	99
O=C(Nc1cc(Cl)ccc1O)c1cccc(Nc2ccnc(C(F)(F)F)c2)c1	47	49	34	78	26	56	76	35
O=S(=O)(NCCCNc1cc(-c2c(-c3cccc(O)c3)nc3sccn23)ccn1)c1ccc(Cl)cc1	104	85	83	129	69	85	88	82
CC1=CC(c2ccc(C)cc2)N2C(C)=CSC2=N1 (stereo not given)	113	104	98	105	80	98	110	99
CCCC(=O)N(C(C)C)C(C)C	93	95	103	138	91	112	111	96
Cc1nc(C)c(CN2CCn3c(nnc3C(F)(F)F)C2)s1	113	103	112	98	89	102	111	100
C/C=C\C(C)C	·	97	104	103	103	78	110	104
CS(=O)(=O)Nc1ccc(-c2ccc3c(c2)ncn3-c2ccc(NC(=O)Nc3ccc(Cl)c(C(F)(F)F)c3)cc2)cc1	-6.5*	-78*	-47*	-85*	-65*	-53*	-43*	-69*
CCOC(=O)CC[C@H](NC(=O)c1ccc(NC(=O)Cn2c(C)nc3c(c(C)nn3-c3ccc(Cl)cc3)c2=O)cc1)C(=O)OCC	83	96	110	92	84	101	101	93
CCN=C1Cn2c(nc3scc(-c4ccccc4)c3c2=O)CN1CC	104	85	113	96	95	98	86	101
Nc1nc(Cl)cc(SCc2ccc(Cl)cc2Cl)n1	87	96	118	109	117	111	120	106
Cc1nn(-c2ccccc2)c2ncc3c(c12)C(=O)N(c1ccccc1)C3=O	110	106	102	112	102	101	124	96
CC(Oc1nc2c(c(=O)n(C)c(=O)n2C)n1C)C1CCCCC1 (stereo not given)	101	104	100	102	96	98	102	92
C=CCNc1nc(O)c(/C=C2\C=Nc3ncccc32)s1	1.7*	4.4*	35	5.3*	3.1*	-7.0*	17	24
O=C(O)CCCNC(=O)c1nc(-c2ccccc2)n(-c2ccccc2)n1	89	96	123	107	95	107	102	98
CSc1ccc(-c2cc(-c3ccc(NC(=O)CCCN4CCCC4)cc3)nc(-c3ccc(NC(=O)CCCN4CCCC4)cc3)c2)cc1	74	81	67	72	85	75	·	78
NCC(O)(c1ccccc1)c1ccccc1	97	100	102	110	99	106	·	107
O=C(O)c1cccc2cccnc12	95	109	109	108	94	111	101	101
c1ccc(CC2=NCCCS2)cc1	100	99	112	91	87	100	104	106

Fetched by compound from above (two):
SMILES	TK-10	786-0	OVCAR-4	OVCAR-5	UO-31	SK-OV-3	IGROV1	SN12C
Cc1nn(-c2ccccc2)c2ncc3c(c12)C(=O)N(c1ccccc1)C3=O	110	106	102	112	102	101	124	96
c1ccc(CC2=NCCCS2)cc1	100	99	112	91	87	100	104	106

Next results
SMILES	TK-10	786-0	OVCAR-4	OVCAR-5	UO-31	SK-OV-3	IGROV1	SN12C
O=C(Nc1ccc(Br)cc1F)c1cc(Cl)ccc1O	0.8*	-6.9*	10	-9.6*	10.0*	-7.1*	14	-5.7*
O=[N+]([O-])c1ccc(/C=C(/C2=NCCN2)n2ccc3ccccc32)cc1	95	95	67	92	58	92	93	90
O=C(NCCNc1nccc(-c2c(-c3ccc(F)cc3)nc3sccn23)n1)Nc1ccccc1	99	64	96	76	44	90	59	78
CCCCCCCCCCCC(=O)OCCN	120	100	·	89	83	105	108	101
COc1nc(N)nc2c1ncn2C1O[C@H](CO)[C@@H](O)[C@@H]1O (stereo not given in full)	99	106	110	113	89	123	123	110
Clc1nc2ccccc2o1	106	103	102	105	83	108	105	107
CCCCCCNc1nc(NCCCCCC)c2[nH]c(NCCCCCC)nc2n1	116	68	-16*	-7.9*	81	102	69	26
CCOC(=O)Nc1ccc2c(ccn2C(=O)c2cccc(F)c2)c1	60	57	69	61	50	55	45	49
CC(=O)Nc1ccc(S(=O)(=O)CCc2cc[n+](C(C)C)cc2)cc1	91	93	101	95	98	78	106	99
CCN(CC)CCCCCNc1cc(Cl)c(Cl)cc1[N+](=O)[O-]	101	86	100	93	73	93	83	100
CCN(CC)CCNCC(=O)Oc1ccc(/C=C/C(=O)CC(=O)/C=C/c2ccc(OC(=O)CNCCN(CC)CC)c(OC)c2)cc1OC	50	-35*	44	37	·	27	-24*	4.1*
CC(=O)Nc1cc2c(cc1Cl)Cc1cc(Cl)ccc1-2	86	112	84	84	65	96	72	·
CC(=O)Nc1ccc(S(=O)(=O)N/N=C/CCc2ccccc2)cc1	96	106	114	102	·	113	·	99
COc1ccc(/C=C2/CCc3cc4ccc(OC)cc4[o+]c32)c(O)c1	135	-6.3*	76	115	-29*	103	9.3*	14
CC(=O)Nc1ccc(C(=O)Nc2cc(-c3ccccc3)ccc2N)cc1	60	98	77	61	49	68	94	84

Part of the list above, as a markdown table.
| structure | TK-10 | 786-0 | OVCAR-4 | OVCAR-5 | UO-31 | SK-OV-3 | IGROV1 | SN12C |
| --- | --- | --- | --- | --- | --- | --- | --- | --- |
| O=C(O)CCCNC(=O)c1nc(-c2ccccc2)n(-c2ccccc2)n1 | 89 | 96 | 123 | 107 | 95 | 107 | 102 | 98 |
| CSc1ccc(-c2cc(-c3ccc(NC(=O)CCCN4CCCC4)cc3)nc(-c3ccc(NC(=O)CCCN4CCCC4)cc3)c2)cc1 | 74 | 81 | 67 | 72 | 85 | 75 | · | 78 |
| NCC(O)(c1ccccc1)c1ccccc1 | 97 | 100 | 102 | 110 | 99 | 106 | · | 107 |
| O=C(O)c1cccc2cccnc12 | 95 | 109 | 109 | 108 | 94 | 111 | 101 | 101 |
| c1ccc(CC2=NCCCS2)cc1 | 100 | 99 | 112 | 91 | 87 | 100 | 104 | 106 |
| O=C(Nc1ccc(Br)cc1F)c1cc(Cl)ccc1O | 0.8* | -6.9* | 10 | -9.6* | 10.0* | -7.1* | 14 | -5.7* |
| O=[N+]([O-])c1ccc(/C=C(/C2=NCCN2)n2ccc3ccccc32)cc1 | 95 | 95 | 67 | 92 | 58 | 92 | 93 | 90 |
| O=C(NCCNc1nccc(-c2c(-c3ccc(F)cc3)nc3sccn23)n1)Nc1ccccc1 | 99 | 64 | 96 | 76 | 44 | 90 | 59 | 78 |
| CCCCCCCCCCCC(=O)OCCN | 120 | 100 | · | 89 | 83 | 105 | 108 | 101 |
| COc1nc(N)nc2c1ncn2C1O[C@H](CO)[C@@H](O)[C@@H]1O (stereo not given in full) | 99 | 106 | 110 | 113 | 89 | 123 | 123 | 110 |
| Clc1nc2ccccc2o1 | 106 | 103 | 102 | 105 | 83 | 108 | 105 | 107 |
| CCCCCCNc1nc(NCCCCCC)c2[nH]c(NCCCCCC)nc2n1 | 116 | 68 | -16* | -7.9* | 81 | 102 | 69 | 26 |
| CCOC(=O)Nc1ccc2c(ccn2C(=O)c2cccc(F)c2)c1 | 60 | 57 | 69 | 61 | 50 | 55 | 45 | 49 |
| CC(=O)Nc1ccc(S(=O)(=O)CCc2cc[n+](C(C)C)cc2)cc1 | 91 | 93 | 101 | 95 | 98 | 78 | 106 | 99 |
| CCN(CC)CCCCCNc1cc(Cl)c(Cl)cc1[N+](=O)[O-] | 101 | 86 | 100 | 93 | 73 | 93 | 83 | 100 |
| CCN(CC)CCNCC(=O)Oc1ccc(/C=C/C(=O)CC(=O)/C=C/c2ccc(OC(=O)CNCCN(CC)CC)c(OC)c2)cc1OC | 50 | -35* | 44 | 37 | · | 27 | -24* | 4.1* |
| CC(=O)Nc1cc2c(cc1Cl)Cc1cc(Cl)ccc1-2 | 86 | 112 | 84 | 84 | 65 | 96 | 72 | · |
| CC(=O)Nc1ccc(S(=O)(=O)N/N=C/CCc2ccccc2)cc1 | 96 | 106 | 114 | 102 | · | 113 | · | 99 |
| COc1ccc(/C=C2/CCc3cc4ccc(OC)cc4[o+]c32)c(O)c1 | 135 | -6.3* | 76 | 115 | -29* | 103 | 9.3* | 14 |
| CC(=O)Nc1ccc(C(=O)Nc2cc(-c3ccccc3)ccc2N)cc1 | 60 | 98 | 77 | 61 | 49 | 68 | 94 | 84 |

The list goes on.
SMILES	TK-10	786-0	OVCAR-4	OVCAR-5	UO-31	SK-OV-3	IGROV1	SN12C
CC1(c2ccncc2)OCCO1	112	99	107	118	98	110	109	113
COc1cc2ncnc(Nc3nc4ccccc4[nH]3)c2cc1OC	·	91	68	103	91	107	69	91
COc1cccc(/C=C2\COc3ccc(O)c(O)c3C2=O)c1	22	-38*	27	-2.7*	-93*	86	-31*	-54*
Cc1cccc(N2CCN(C3=NC(=O)/C(=C\c4cn[nH]c4-c4ccccc4)S3)CC2)c1	117	·	89	100	80	125	111	85
O=C(COc1cccc(O)c1)Nc1ccc2oc(=O)ccc2c1	107	106	113	111	91	106	109	112
Nc1ccc(NC(=O)c2ccccc2)c2c1C(=O)c1ccccc1C2=O	96	103	103	117	74	112	·	98
Cc1cc2c(C(C)C)c(O)c(O)c(C=NCCCCCC(=O)NCc3ccccc3)c2c(O)c1-c1c(C)cc2c(C(C)C)c(O)c(O)c(C=NCCCCCC(=O)NCc3ccccc3)c2c1O	50	65	22	59	83	85	55	47
CCC(CC)COC(=O)c1ccccc1C	98	100	109	108	102	104	109	102
CC(C)C(C(=O)O)N1C(=O)C2C3CCC(C3)C2C1=O (stereo not given)	97	101	104	102	99	·	139	107
CCOC(=O)C1=NN(c2ccccc2)C2=NC(=O)/C(=C\c3cn(-c4ccccc4)nc3-c3cc4ccccc4o3)C(=O)N12	161	100	103	106	68	98	89	94
CC1(C)CC[C@]2(C(=O)O)CC[C@]3(C)C(=CCC4[C@@]5(C)C[C@@H](O)[C@@H]6OC(c7ccc(F)cc7)OC[C@@]6(C)C5CC[C@]43C)C2C1 (stereo not given in full)	27	40	44	63	26	86	43	32
COc1cc(-c2c(C#N)c(-c3ccc(C)cc3)nc3c2c(-c2ccccc2)nn3-c2ccccc2)ccc1O	74	92	93	97	97	109	119	96
CN(C)CCNc1nc2ccccc2c2c(=O)c3cc(F)ccc3sc12	55	54	30	77	25	77	49	51
C/C(=N\O)c1ccc(NC(=O)CSc2nnc(-c3ccccc3)n2-c2ccccc2)cc1	·	81	87	86	76	39	77	72
OB(O)c1cccc(-c2nc3ccc4[nH]ncc4c3c3c2CCCC3)c1	29	41	80	78	35	7.9*	47	49
